Bfl-1 displacement: Bfl-1 inhibitors, primary screen, biochemical, fluorescence polarization, FITC-Bid, mouse (AID 432) | FITC-Bid BH3 peptide fluorescence polarization displacement; higher % means a stronger effect | actives 0.02% (n = 64,000) | displacement, % at 20 µM, or IC50 in µM where a hit was titrated; in the data active = a potency from the dose series; inactive = the rest, 99 in 100 with displacement below about 15%; note: strong numbers were not always called active
HPDE-C7K KRASV12: cytotoxicity in KRAS-transformed pancreatic duct cells, primary screen, cell-based, fluorescence, HTS (AID 431); actives 1.7% (n = 63,000); cytotoxicity, % at 10 µM; hits with a dose series show EC50 in µM; HPDE-C7K KRASV12 cells, Alamar Blue viability, 48 h; higher % means a stronger effect;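 active = compounds whose percent cytotoxicity in the single-dose primary screen, scaled between solvent and toxic-drug controls, exceeds 50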;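 note: 0% = DMSO solvent wells and 100% = doxorubicin-treated wells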
LYP phosphatase: inhibition of human PTPN22 tyrosine phosphatase – biochemical, DiFMUP fluorescence, recombinant catalytic domain, 10 µM, primary screen (AID 606); inhibition, % at 10 µM; hits with a dose series show IC50 in µM; recombinant LYP catalytic domain, DiFMUP fluorescence; higher % means a stronger effect; 52,000 tested, under 10 active;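 active = IC50 under 40 µM in the dose-response test; inactive = IC50 of 40 µM or more, or never dose-tested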
Spn MK inh: blocks S. pneumoniae mevalonate kinase. purified MK, PK/LDH-coupled NADH absorbance 340 nm. inhibition, % at 10 µM. actives 0.48% (n = 65,000);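 active = ranked among the strongest by inhibition in the single 10 µM screen, a fixed top-ranked set picked for dose follow-up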; note: no value below 0 was filed
Alkaline phosphatase: inhibition of tissue-nonspecific alkaline phosphatase – biochemical, luminescent (AID 518); purified TNAP enzyme, luminescent substrate readout; higher % means a stronger effect; one-dose inhibition, % at 20 µM; IC50 in µM for titrated hits; actives 0.09% (n = 64,000); in the data active = a potency from the dose series; inactive = the rest, 99 in 100 with inhibition below about 22%;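 note: plate controls were vehicle for no effect and reference inhibitor for full effect; many of its hits are not listed in these tables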
DPM-DC inhibit: inhibitors of Streptococcus pneumoniae diphosphomevalonate decarboxylase. purified DPM-DC, PK/LDH coupled NADH fluorescence. actives 0.49% (n = 65,000). AID 556. calls only at 10 µM;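 active = the 320 compounds with the highest percent inhibition in the single-dose primary screen, excluding strongly autofluorescent ones, cut at about 32% in these data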;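 note: kinetic rate of NADH fluorescence loss reporting ADP formed by the decarboxylase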
PMK inhibit: inhibitors of Streptococcus pneumoniae phosphomevalonate kinase; purified PMK, PK/LDH-coupled NADH absorbance 340 nm; inhibition, % at 10 µM; actives 0.49% (n = 65,000);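 active = top-ranked compounds by inhibition in the single 10 µM screen, taking a fixed number of the strongest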;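 note: 0% = full reaction with DMSO carrier and 100% = background rate without enzyme reaction; no value below 0 was filed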
HT1080 viability: HT1080 cell viability loss – fluorescence readout (AID 620) | HT1080 viability, fluorescence; higher % means a stronger effect | one-dose cytotoxicity, % at 10 µM; EC50 in µM for titrated hits | actives 0.42% (n = 87,000);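 note: cells exposed to compound overnight then 4 h with Alamar Blue; 0% = vehicle DMSO and 100% = killing control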
HPDE-C7 viability: HPDE-C7 pancreatic duct cell viability loss – fluorescence, HTS (AID 430) | HPDE-C7 pancreatic duct cells viability, fluorescence; higher % means a stronger effect | cytotoxicity, % at 10 µM; hits with a dose series show EC50 in µM | actives 1.8% (n = 63,000);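 note: cells exposed to compound for 48 hours before viability readout; 0% = vehicle and 100% = reference cytotoxic drug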
PMK inhibit pilot replicates: also measured in PMK inhibit; calls as there; inhibition, %; measured here: pilot screen replicates
Spn MK inh pilot replicates: further read-out of Spn MK inh, marked with its call; inhibition, %; measured here: pilot screen replicates
DPM-DC inhibit pilot screen %: second read-out of DPM-DC inhibit, no call of its own (marks repeat the call); inhibition, %; measured here: pilot screen trials
Numbers without * were called inactive. Cut-off read from the data, not from the text of the source, unless noted: active = cytotoxicity above about 50%; inactive = the rest.

For N#Cc1c(/N=C/N2CCOCC2)sc2c1CCCCC2 the results were Bfl-1 displacement 5%, HPDE-C7K KRASV12 -23%, LYP phosphatase 5%, Spn MK inh 4, Alkaline phosphatase 4%, DPM-DC inhibit inactive, PMK inhibit 0, HT1080 viability 0% and HPDE-C7 viability -23%.
CCC1(C)Nc2ccccc2C(=O)N1O (stereo unspecified) was read as Bfl-1 displacement -6%, LYP phosphatase -14%, Spn MK inh 1, Alkaline phosphatase 4%, DPM-DC inhibit inactive, PMK inhibit 21, HT1080 viability 3% and HPDE-C7 viability 17µM*.
CCOC(=O)N1CCC(NS(=O)(=O)c2ccc3c(c2)oc(=O)n3C)CC1 was read as Bfl-1 displacement -18%, HPDE-C7K KRASV12 -21%, LYP phosphatase 10%, Spn MK inh 1, Alkaline phosphatase 10%, DPM-DC inhibit inactive, PMK inhibit 0, HT1080 viability 7% and HPDE-C7 viability -30%.
For Cc1ccnc(N2CCN(C(=O)CSc3nc4ccccc4nc3N3CCCCC3)CC2)c1 the results were Bfl-1 displacement -5%, HPDE-C7K KRASV12 -4%, LYP phosphatase -8%, Spn MK inh 0, Alkaline phosphatase 7%, DPM-DC inhibit inactive, PMK inhibit 14, HT1080 viability -6%, HPDE-C7 viability -33%, PMK inhibit pilot replicates 0.0, Spn MK inh pilot replicates 0.0 and DPM-DC inhibit pilot screen % 0.0.
N#Cc1c(N)n(C2CCCCC2)c2nc3ccccc3nc12 was read as Bfl-1 displacement -5%, HPDE-C7K KRASV12 25%, Spn MK inh 13, Alkaline phosphatase 8%, PMK inhibit 2, HT1080 viability -2% and HPDE-C7 viability 15%.
O=C(COc1ccc(S(=O)(=O)N2CCCC2)cc1Cl)NCc1ccco1 was read as Bfl-1 displacement -4%, HPDE-C7K KRASV12 7%, LYP phosphatase 7%, Spn MK inh 5, Alkaline phosphatase 3%, DPM-DC inhibit inactive, PMK inhibit 11, HT1080 viability 10% and HPDE-C7 viability 4%.
Screening O=C(NCCN1CCOCC1)Nc1ccc(Cl)cc1 returned Bfl-1 displacement 4%, HPDE-C7K KRASV12 -4%, LYP phosphatase 10%, Spn MK inh 0, Alkaline phosphatase 17%, DPM-DC inhibit inactive, PMK inhibit 0, HT1080 viability 9% and HPDE-C7 viability 0%.
`CC(=O)C1=C(O)C(=O)N(c2ccc(S(N)(=O)=O)cc2)C1c1ccccc1F` (stereo unspecified) gave Bfl-1 displacement -3%, HPDE-C7K KRASV12 -2%, LYP phosphatase -1%, Spn MK inh 7, Alkaline phosphatase 13%, DPM-DC inhibit inactive, PMK inhibit 9, HT1080 viability 1% and HPDE-C7 viability -9%.
`Cc1c(C(=O)Nc2ccncc2)oc2c1C(=O)CC(C)(C)C2` gave Bfl-1 displacement 1%, HPDE-C7K KRASV12 -4%, LYP phosphatase -2%, Spn MK inh 8, Alkaline phosphatase 19%, DPM-DC inhibit inactive, PMK inhibit 11, HT1080 viability 6%, HPDE-C7 viability -12%, PMK inhibit pilot replicates 2.0, Spn MK inh pilot replicates 0.0 and DPM-DC inhibit pilot screen % 1.5.
`Cc1ccc(S(=O)(=O)NC2=NCN(Cc3cccnc3)CN2)cc1` gave Bfl-1 displacement -9%, HPDE-C7K KRASV12 -15%, Spn MK inh 5, Alkaline phosphatase 9%, DPM-DC inhibit inactive, PMK inhibit 3, HT1080 viability -4% and HPDE-C7 viability -30%.
Nc1scc(-c2ccncc2)c1Cl was read as Bfl-1 displacement -1%, HPDE-C7K KRASV12 6%, LYP phosphatase -51%, Spn MK inh 1, Alkaline phosphatase 9%, DPM-DC inhibit inactive, PMK inhibit 7, HT1080 viability -4%, HPDE-C7 viability -17%, PMK inhibit pilot replicates 0.0, Spn MK inh pilot replicates 0.0 and DPM-DC inhibit pilot screen % 0.0.
`Brc1c(CSc2nc3ccccc3o2)nc2ncccn12` gave Bfl-1 displacement 0%, HPDE-C7K KRASV12 13%, LYP phosphatase -5%, Spn MK inh 10, Alkaline phosphatase 11%, PMK inhibit 9, HT1080 viability 2% and HPDE-C7 viability 8%.
For CN(c1ccccc1)S(=O)(=O)c1ccc(C(=O)OCC(=O)NCc2ccco2)cc1 the results were Bfl-1 displacement -3%, HPDE-C7K KRASV12 -6%, Spn MK inh 9, Alkaline phosphatase 5%, DPM-DC inhibit inactive, PMK inhibit 0, HT1080 viability -4%, HPDE-C7 viability -7%, PMK inhibit pilot replicates 0.0, Spn MK inh pilot replicates 0.0 and DPM-DC inhibit pilot screen % 0.0.
Cc1ccc2nc(C3CCN(CC(=O)N4CCCCCC4)CC3)[nH]c2c1 was read as Bfl-1 displacement 3%, HPDE-C7K KRASV12 -6%, LYP phosphatase 10%, Spn MK inh 1, Alkaline phosphatase 2%, DPM-DC inhibit inactive, PMK inhibit 8, HT1080 viability 2%, HPDE-C7 viability -1%, PMK inhibit pilot replicates 1.0, Spn MK inh pilot replicates 0.0 and DPM-DC inhibit pilot screen % 0.0.
Screening CCOc1cc(N2CCOCC2)c(OCC)cc1NC(=O)C(NC(=O)c1ccco1)C(C)C (stereo unspecified) returned Bfl-1 displacement -4%, HPDE-C7K KRASV12 10%, LYP phosphatase -5%, Spn MK inh 4, Alkaline phosphatase 10%, DPM-DC inhibit inactive, PMK inhibit 16, HT1080 viability -7% and HPDE-C7 viability 8%.
Screening Cc1ccccc1-n1nc(C(=O)O)c(C)c(C#N)c1=O returned Bfl-1 displacement 9%, LYP phosphatase 7%, Spn MK inh 6, Alkaline phosphatase 6%, DPM-DC inhibit inactive, PMK inhibit 3 and HT1080 viability 2%.
`OC1(c2ccccc2F)CCN(Cc2nnc(-c3ccccc3)o2)CC1` gave Bfl-1 displacement -6%, HPDE-C7K KRASV12 7%, LYP phosphatase 13%, Spn MK inh 0, Alkaline phosphatase 18%, DPM-DC inhibit inactive, PMK inhibit 24, HT1080 viability 24% and HPDE-C7 viability -4%.
Screening CCCn1nc(C(=O)OCC(=O)c2ccc3c(c2)NC(=O)CO3)c2ccccc2c1=O returned Bfl-1 displacement 1%, HPDE-C7K KRASV12 -5%, LYP phosphatase 11%, Spn MK inh 1, Alkaline phosphatase 5%, DPM-DC inhibit inactive, PMK inhibit 12, HT1080 viability 0% and HPDE-C7 viability -4%.
`CCN(CC)c1ccc(NC(=O)CSc2nc3ccccc3c(=O)[nH]2)cc1` gave Bfl-1 displacement -6%, HPDE-C7K KRASV12 -4%, LYP phosphatase -14%, Spn MK inh 7, Alkaline phosphatase 15%, DPM-DC inhibit inactive, PMK inhibit 6, HT1080 viability -3% and HPDE-C7 viability -9%.
O=C1SC(SCc2ccccc2)=N/C1=C\c1ccco1 was read as Bfl-1 displacement -2%, HPDE-C7K KRASV12 43%, LYP phosphatase 11%, Spn MK inh 6, Alkaline phosphatase 15%, DPM-DC inhibit inactive, PMK inhibit 0, HT1080 viability -6% and HPDE-C7 viability 3%.

2 records drawn at random from the list so far:
`Brc1c(CSc2nc3ccccc3o2)nc2ncccn12` gave Bfl-1 displacement 0%, HPDE-C7K KRASV12 13%, LYP phosphatase -5%, Spn MK inh 10, Alkaline phosphatase 11%, PMK inhibit 9, HT1080 viability 2% and HPDE-C7 viability 8%.
Nc1scc(-c2ccncc2)c1Cl was read as Bfl-1 displacement -1%, HPDE-C7K KRASV12 6%, LYP phosphatase -51%, Spn MK inh 1, Alkaline phosphatase 9%, DPM-DC inhibit inactive, PMK inhibit 7, HT1080 viability -4%, HPDE-C7 viability -17%, PMK inhibit pilot replicates 0.0, Spn MK inh pilot replicates 0.0 and DPM-DC inhibit pilot screen % 0.0.

Other structures.
COc1cc2c(C)nc(C)c(C#N)c2cc1OC was read as Bfl-1 displacement -2%, HPDE-C7K KRASV12 -9%, LYP phosphatase 5%, Spn MK inh 12, Alkaline phosphatase 11%, DPM-DC inhibit inactive, PMK inhibit 7, HT1080 viability -4%, HPDE-C7 viability -1%, PMK inhibit pilot replicates 0.5, Spn MK inh pilot replicates 1.0 and DPM-DC inhibit pilot screen % 7.5.
`O=C(Cc1cccs1)NCc1ccccc1` gave Bfl-1 displacement 2%, HPDE-C7K KRASV12 6%, LYP phosphatase 1%, Spn MK inh 0, Alkaline phosphatase 4%, DPM-DC inhibit inactive, PMK inhibit 13, HT1080 viability -1% and HPDE-C7 viability -4%.
Screening CCC(=O)Nc1ccc2nc(C)n(CC(=O)Nc3ccccc3)c(=O)c2c1 returned Bfl-1 displacement -5%, HPDE-C7K KRASV12 6%, LYP phosphatase -2%, Spn MK inh 5, Alkaline phosphatase 11%, DPM-DC inhibit inactive, PMK inhibit 24, HT1080 viability 12% and HPDE-C7 viability -12%.
`Cn1nnc2cc(C(=O)NC(C)(C)C)ccc21` gave Bfl-1 displacement 0%, HPDE-C7K KRASV12 3%, LYP phosphatase -5%, Spn MK inh 13, Alkaline phosphatase 11%, DPM-DC inhibit inactive, PMK inhibit 8, HT1080 viability 33% and HPDE-C7 viability -6%.
Screening Cc1ccc(NC(=O)CS(=O)CC(=O)N(CC(=O)NC2CCCC2)c2cc(C)ccc2C)cc1 (stereo unspecified) returned Bfl-1 displacement 10%, HPDE-C7K KRASV12 -10%, LYP phosphatase 19%, Spn MK inh 15, Alkaline phosphatase 10%, DPM-DC inhibit inactive, PMK inhibit 14, HT1080 viability -7% and HPDE-C7 viability -18%.
`c1csc(-c2csc3nc(CN4CCOCC4)nc(NCc4ccc5c(c4)OCO5)c23)c1` gave Bfl-1 displacement 4%, HPDE-C7K KRASV12 26%, Spn MK inh 2, Alkaline phosphatase 5%, DPM-DC inhibit inactive, PMK inhibit 14, HT1080 viability -8% and HPDE-C7 viability 11%.
Fc1ccc(Br)cc1C1C=C(c2ccc(Br)s2)Nc2ncnn21 (stereo unspecified) was read as Bfl-1 displacement -4%, HPDE-C7K KRASV12 56%*, LYP phosphatase -4%, Spn MK inh 10, Alkaline phosphatase 6%, DPM-DC inhibit inactive, PMK inhibit 3, HT1080 viability 63%* and HPDE-C7 viability 55%*.
CCCc1cc(=O)oc2cc(OCC(=O)Nc3cc(C)on3)ccc12 was read as Bfl-1 displacement 11%, HPDE-C7K KRASV12 0%, Spn MK inh 0, Alkaline phosphatase -12%, DPM-DC inhibit inactive, PMK inhibit 6, HT1080 viability -2% and HPDE-C7 viability 0%.
COc1cc(C2c3c(oc4ccccc4c3=O)C(=O)N2c2ccc(C)cn2)ccc1O (stereo unspecified) was read as Bfl-1 displacement -5%, HPDE-C7K KRASV12 10%, LYP phosphatase -10%, Spn MK inh 9, Alkaline phosphatase 11%, DPM-DC inhibit inactive, PMK inhibit 13, HT1080 viability 6%, HPDE-C7 viability -3%, PMK inhibit pilot replicates 0.0, Spn MK inh pilot replicates 1.0 and DPM-DC inhibit pilot screen % 3.0.
`COC(=O)c1ccc(NC(=O)C2CCCN2S(=O)(=O)c2ccc(OC)cc2)cc1` (stereo unspecified) gave LYP phosphatase -2%, Spn MK inh 8, DPM-DC inhibit inactive, PMK inhibit 7 and HT1080 viability -7%.
Screening CCN1CCN(CC(O)COc2ccc(C(C)=O)cc2)CC1 (stereo unspecified) returned Bfl-1 displacement -1%, HPDE-C7K KRASV12 7%, LYP phosphatase 1%, Spn MK inh 9, Alkaline phosphatase -1%, DPM-DC inhibit inactive, PMK inhibit 7, HT1080 viability 6% and HPDE-C7 viability -4%.
